Bioassay records: PubChem BioAssay, several laboratories
MT stabilize HCS: microtubule stabilization, imaging screen. HeLa tubulin immunostaining HCS, 24 h; share of cells brighter than vehicle mean+2SD. % tubulin-high responders, % at 10 µM. hit rate 0.83% among 200,000;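 active = plate Z-score above 3 for both tubulin-high and condensed-nucleus cell shares, with cell loss under 80%, at 10 µM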;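 note: anti alpha tubulin signal scored within the nucleus-defined area of each cell; some results filed as inactive read as strong as hits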
Yfh1-off respiration: enhancers of respiration in Yfh1-depleted yeast, dose response, Friedreich's ataxia, plus single-dose screen (AID 1465); S. cerevisiae Yfh1-off respiration, WST-1 reduction, 72 h; higher fold induction means a stronger effect; fold induction at 50 µM, or EC50 in µM where a hit was titrated; hit rate 0.074% among 220,000;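 active = fold induction of absorbance versus untreated yeast above a set limit, then at least 30% activation at any dose in follow-up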;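 note: activators that raise dye reduction in frataxin-depleted yeast; strong numbers were not always called active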
Dynein transport: blocks dynein driven cargo transport along microtubules; AID 1381; 3617.4 mouse cells, GR-EGFP nuclear translocation imaging; test concentration mostly 20 µM; stimulated with dexamethasone, 1 µM; stronger effect = lower value; hit rate 0.47% among 220,000; z-score, hits read low;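 active = plate z-score of nuclear minus cytoplasmic receptor signal below a set negative limit, without overly bright fluorescence or cell loss, cut at about -3.5 in these data, passing the limit was not always enough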;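 note: z-score of nuclear minus cytoplasmic ring GR-EGFP intensity difference per well; some compounds called inactive have numbers as strong as hits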
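Buffer or medium: tet-free, stripped-serum medium; reagent: dexamethasone at 1.0 µM final, 30 min; incubation: 48 h induction, 1 h compound, 30 min dex at 37 °C; measured by: formaldehyde fixation, Hoechst nuclear stain, 10x automated fluorescence imaging; read-out: nuclear-to-cytoplasmic GR-EGFP distribution per well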
WT yeast gro inh: growth inhibition of WT yeast, mitochondrial fusion screen; mitochondrial fusion phenotypic screen, WT strain; inhibition, % at 10 µM; hit rate 2.1% among 190,000; in the data active = inhibition above about 58%; tested in S. cerevisiae
Autophagy mod: modulators of autophagy; hit rate 0.98% among 190,000; calls only at 10 µM (by protocol); MEF GFP-LC3 puncta imaging; test concentration mostly 10 µM;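 active = percentage of spot-positive cells more than 3 SD above its plate mean, without a fluorescence outlier flag or 80% toxicity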;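 note: spot-positive cell cutoff set from DMSO-treated cells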
AID2073: inhibitors of Mint1-CaV2.2 protein interaction, biochemical, HTRF (AID 2073); inhibition, % at 20 µM; hits with a dose series show IC50 in µM; HTRF protein-protein interaction, Mint1-CaV2.2; higher % means a stronger effect; hit rate 0.19% among 290,000; in the data active = inhibition mostly above about 51%, no sharp cut-off; note: some results filed as inactive read as strong as hits
HIV peptide binding: cell-free HIV fusion peptide-binding blockers – biochemical, uHTS, fluorescence dequenching, primary screen (AID 1986); hit rate 0.3% among 290,000; cell-free peptide binding, fluorescence dequenching, 30 min; higher % means a stronger effect; one-dose inhibition, % at 20 µM; IC50 in µM for titrated hits; in the data active = inhibition mostly above about 52%, no sharp cut-off; inactive = mostly below about 76%; note: some results filed as inactive read as strong as hits
bCat nuc transl: alters nuclear translocation of beta-catenin in HeLa cells | immunofluorescence imaging | nuclear translocation activity, % at 5 µM | hit rate 0.3% among 190,000 | AID 1665;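 active = nuclear translocation activity above 50% at 5 µM, with a well cell count of 50 or more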;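 note: per-cell ratio of nuclear to cytoplasmic median beta-catenin stain intensity; plate controls were DMSO negative control for no effect and GSK-3 inhibitor IX positive control for full effect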
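Test system: human HeLa cells, native beta-catenin. Compound dosing: 5 µM primary single dose, 0.1% DMSO, 0.02–20 µM confirmation series. Incubation: compound exposure 24 h at 37°C. Detection: beta-catenin immunostaining with DAPI counterstain, 20x imaging, 6 fields/well. Read-out basis: Nuclear/cytoplasmic beta-catenin signal ratio, % activation.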
Ins promoter up: MIN6 insulin promoter up-regulation | MIN6 insulin promoter-GFP reporter, high-content imaging; stronger effect = higher value | z-score at 5 µM | hit rate 0.3% among 190,000 | AID 1625;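 active = z-score above 3 at 5 µM with at least 500 cells counted in the well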
WT yeast gro inh mutant strain: also measured in WT yeast gro inh; calls as there; inhibition, %; mitochondrial fusion phenotypic screen, mutant strain inhibition
Dynein transport cytoplasmic EGFP: further read-out of Dynein transport, marked with its call; z-score; measured here: cytoplasmic GR-EGFP intensity; stronger effect = higher value
Dynein transport nuclear GR-EGFP: second read-out of Dynein transport, no call of its own (marks repeat the call); z-score; measured here: nuclear GR-EGFP intensity;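 lower value marks the stronger effect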
Dynein transport cell count: recorded beside Dynein transport, whose call it bears; z-score; measured here: cell count per field
Ins promoter up cell count: also measured in Ins promoter up; calls as there; cell count; measured here: cytotoxicity, nuclei count;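 total cells summed across four imaged fields per well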
bCat nuc transl cell count 5 µM: further read-out of bCat nuc transl, marked with its call; cell count; measured here: cell count, cytotoxicity flag
MT stabilize HCS Hoechst-high %: further read-out of MT stabilize HCS, marked with its call; % Hoechst-high responders; measured here: nuclear condensation Hoechst responders;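 share of cells brighter than vehicle mean plus two SD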
MT stabilize HCS cytotoxicity %: further read-out of MT stabilize HCS, marked with its call; toxicity, %; measured here: cytotoxicity by cell density;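 0% = mean cell density of plate MIN control wells and 100% = no cells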
Autophagy mod cell loss 18 h: further read-out of Autophagy mod, marked with its call; toxicity, %; measured here: cell loss, nuclei count;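 cell loss after 18 h compound exposure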
* = called active by the depositor; i = inactive; / = no result given; & = joins results of further samples.

Every second line gives: MT stabilize HCS	MT stabilize HCS Hoechst-high %	MT stabilize HCS cytotoxicity %	Yfh1-off respiration	Dynein transport	Dynein transport cytoplasmic EGFP	Dynein transport nuclear GR-EGFP	Dynein transport cell count	WT yeast gro inh	WT yeast gro inh mutant strain	Autophagy mod	Autophagy mod cell loss 18 h	AID2073	HIV peptide binding	bCat nuc transl	bCat nuc transl cell count 5 µM	Ins promoter up	Ins promoter up cell count
Cn1cccc1C(=O)OCc1csc(-c2ccccc2)n1
    1.4	1.4	8.6	i	0.14	-0.21	0.21	0.54	30	-4	i	6	-3%	-0.1%	-2.7	769	0.81	1504
COc1ccccc1OCC(=O)OCC(=O)NCCN1C(=O)CSC1=O
    2.8	1.1	4.0	i	1.1	0.047	1	-1.1	-8	-8	i	-3	-6%	-0.1%	-2.6	873	0.33	1642
CCOC(=O)N1CCN(C(=O)c2ccc3c(=O)n(Cc4ccc(Cl)cc4)c(=S)[nH]c3c2)CC1
    4.3	2.1	1.2	/	-0.17	-0.11	0.2	-0.16	-2	-18	i	7	-24%	0.0%	1.1	1422	-1	1185
Nc1nc(-c2ccccc2)c(C(=O)Nc2ccccc2)s1
    2.6	1.7	1.0	i	-0.42	-0.21	-0.13	-0.013	6	-13	i	-6	1%	-0.8%	-3.5	1111	0.18	1495
C=CCSc1nnc(CCCCCN2C(=O)c3cccc4cccc(c34)C2=O)o1
    3.5	3.3	11	i	-0.15	0.26	-0.23	0.28	16	-3	i	-8	8%	-1.8%	-0.1	952	0.2	1361
CS(=O)(=O)c1sc(C#N)c2c1C(=O)CC(c1ccccc1)C2 (stereo not drawn)
    /	/	/	i	-3.8*	2.4*	-1.5*	-0.0057*	/	/	/	/	-24%	-2.8%	-3.3	1210	-0.74	665
CCc1ccc(N(C(=O)c2csnn2)C(C(=O)NCc2ccccc2)c2ccco2)cc1 (stereo not drawn)
    2.8	1.9	7.4	i	-0.46	-0.21	-0.16	-0.12	-11	-7	i	4	9%	0.8%	-2.1	1326	0.48	1502
O=S(=O)(Oc1ccccc1N1CCCCC1)c1ccccc1
    /	/	/	i	-0.94	-0.26	-0.55	0.59	/	/	/	/	6%	-0.6%	-1.5	1170	-0.56	1568
CCOc1[nH]c(/N=C/c2ccco2)c(C#N)c1C#N
    2.1	1.4	6.2	/	-0.69	-0.18	-0.46	0.99	-12	-10	i	-2	-7%	1.1%	/	/	/	/
C/C(CC(=O)NCc1ccc(F)cc1)=N\NC(N)=S
    2.6	1.2	5.5	i	0.27	-0.23	-0.12	1.1	6	1	i	7	-1%	-1.5%	-6.6	1021	/	/
Cc1ccc(S(=O)(=O)N2CCC(C(=O)NNC(=O)c3ccc(F)cc3)CC2)cc1
    5.2	1.2	4.9	i	0.65	-0.36	0.25	-0.13	-1	-2	i	-1	20%	0.4%	-0.7	1148	0.1	1281
CCOc1nc(C#N)nc(N2CCCCC2)n1
    4.9	1.6	0.8	/	-3.5*	0.54*	-1.9*	0.14*	5	12	i	-10	0%	-1.4%	-0.7	1015	-0.01	1455
CC(C)C/C(O)=C/c1nc2cc(Cl)ccc2oc1=O
    5.6	3.1	9.8	i	2.2	-0.17	0.84	-1.7	-8	-22	i	17	1%	34%	0.5	545	0.11	1116
O=C(OCC(=O)N1CCN(c2ccccc2)CC1)c1ccc[n+]([O-])c1
    1.7	2.2	5.3	i	-0.4	-0.19	0.18	-0.072	2	6	i	17	-15%	-1.0%	-0.1	917	0.05	1780
O=C(Cn1cc(C(F)(F)F)ccc1=O)N1CCN(S(=O)(=O)c2ccccc2)CC1
    3.4	1.0	9.5	i	-0.22	-0.13	-0.19	0.61	-11	0	i	0	20%	-0.4%	-0.6	1394	0.33	1579
CN1CCN(C(=O)CCC(=O)c2ccc(F)cc2)CC1
    2.9	3.4	27	i	0.13	-0.22	0.038	1.1	-2	11	i	0	2%	-0.9%	/	/	0.66	1263
Cc1nnc(SCc2nc3ccccc3s2)n1N
    3.9	1.5	13	i	1.4	-0.22	0.61	-0.77	0	16	i	4	2%	1.0%	0.5	1011	-0.07	1296
O=C(O)c1cccc(-c2ccc(/C=N/n3cnc4sc5c(c4c3=O)CCCC5)o2)c1
    /	/	/	i	-0.022	-0.22	0.41	0.066	/	/	/	/	3%	14%	-0.2	1367	/	/
O=c1c2ccccc2[nH]c(=S)n1CCN1CCc2ccccc2C1
    /	/	/	i	-1.1	-0.7	-0.4	-0.17	/	/	/	/	-5%	-1.5%	1.6	1295	-0.74	1060
O=C(Cn1cnc([N+](=O)[O-])c1)NC1CCCC1
    1.3	3.2	6.6	i	0.23	0.38	-0.11	0.21	-14	-8	i	-5	2%	-0.6%	-5.8	521	0	1253
COc1ccccc1C1=Nn2c(nnc2C2CCCCC2)SC1
    2.2	2.8	3.2	i	-0.61	-0.23	-0.11	-0.11	29	22	i	0	-28%	-2.8%	-6.6	1178	/	/
CC1CN(C(=O)c2cccs2)CC(C)O1 (stereo not drawn)
    4.3	1.8	5.8	i	0.14	-0.3	0.22	0.38	-3	-3	i	-29	2%	-1.8%	-0.2	1109	0.53	1347
COc1ccc(S(=O)(=O)Nc2ccc3oc(C)c(C(=O)O)c3c2)cc1
    2.3	3.0	4.6	i	1.4	-0.16	0.71	-0.53	10	5	/	/	0%	-1.3%	/	/	-0.49	843
C#CCOCCOCCOCCNc1nc(N2CCN(C(=O)[C@H](C(C)C)n3cc(CCO)nn3)CC2)nc(N2CCN(C(=O)[C@H]([C@@H](C)CC)n3cc(CCCN=C(N)N)nn3)CC2)n1
    7.6	0.6	6.2	i	0.83	-0.32	0.7	1	23	-2	i	3	-6%	0.0%	1.4	480	0.13	814
Cc1c(C(=O)NCCc2ccc3c(c2)OCCO3)oc2ccccc12
    1.7	1.2	8.5	i	0.81	-0.23	0.89	0.57	16	5	i	-12	-4%	0.0%	-6.2	1235	-0.32	930
Cc1ccc(NC(=O)CSc2n[nH]c(C)c2[N+](=O)[O-])cc1C
    1.8	2.2	3.3	i	-0.021	-0.25	0.066	0.67	9	20	i	17	6%	0.8%	-1.7	1126	0.32	1401
CCOc1ccc(C(=O)NCc2cccs2)cc1
    3.8	1.6	6.6	i	-1.2	-0.19	-0.74	-0.61	-20	-27	i	-3	-5%	-1.3%	-1.2	1035	/	/
COCCNc1nnc(SCC(=O)c2ccc3c(c2)OCO3)s1
    4.1	1.5	4.9	i	-0.14	-0.32	-0.13	0.27	-1	3	i	2	4%	1.5%	-3.7	908	0.44	1192
Cc1cc(C)nc(N/C(=N\S(=O)(=O)Cc2ccccc2)Nc2ccccc2Br)n1
    3.0	1.4	5.5	i	1.9	-0.26	0.49	-0.87	34	-17	i	14	-2%	-1.2%	2.0	520	-1.2	1277
CC(=O)Nc1ccc(S(=O)(=O)n2cnc3ccccc32)cc1
    2.8	1.7	4.3	i	-0.77	-0.25	-0.46	0.94	7	14	i	2	8%	-2.3%	3.4	1090	0.64	870
Cc1cccc(NC(=O)CSc2nc(COc3ccccc3)nc3ccccc23)c1C
    2.9	2.1	4.7	i	0.088	-0.15	0.37	-0.17	26	9	i	-26	30%	3.5%	/	/	/	/
O=c1[nH]c(SCc2ccc(F)cc2)nc2c1cnn2-c1ccc(F)cc1
    4.9	2.0	4.2	i	-0.32	-0.22	0.075	0.2	20	1	/	/	16%	4.1%	-2.9	1093	/	/
O=c1c(=O)n(O)c2ccccc2n1O
    1.6	0.8	5.7	i	1.2	-0.21	0.4	-0.81	-23	-1	i	0	-4%	1.0%	1.1	1200	0.38	979
O=C(NCc1ccc(F)cc1)C1CCN(S(=O)(=O)N2CCCC2)CC1
    2.3	2.2	1.2	i	0.0028	-0.3	-0.083	0.038	4	0	i	5	5%	-0.6%	/	/	-0.23	1079
CCCC(=O)C1=C(SCC)CC(C)(C)C(C(=O)OC)C1=O (stereo not drawn)
    4.1	2.8	20	i	0.14	-0.21	0.44	0.62	5	2	i	-2	-2%	-3.2%	-6.0	1430	0.18	1255
C=CCn1c(SCC(=O)Nc2cc(C)on2)nc2sc(C)c(C)c2c1=O
    2.4	1.3	5.2	/	-0.83	-0.031	-0.2	1.2	-1	-9	i	-4	12%	5.1%	/	/	0.02	969
C#CCSc1nnnn1-c1cccc(Cl)c1
    /	/	/	i	-0.63	-0.28	-0.35	0.96	/	/	/	/	3%	1.2%	-2.0	1187	-0.26	1251
CCCc1cc(=O)[nH]c(SCC(=O)N2CCN(S(=O)(=O)c3ccc(C)cc3)C2)n1
    4.3	3.5	9.9	i	-0.91	-0.22	-0.48	0.39	-6	1	i	-1	-4%	-0.9%	-2.2	1111	-0.64	925
O=C(c1cccc(Cl)c1)N1CCN(Cc2ccncc2)CC1
    2.4	3.0	8.0	i	0.57	-0.21	0.94	-0.5	5	5	i	-6	18%	-1.8%	-1.4	1195	0.02	1278
CCSc1nnc(NC(=O)c2ccccc2)s1
    1.7	1.7	3.2	i	0.3	-0.29	0.78	0.64	4&7	-1&0	i	-1	2%	3.6%	-2.3	571	0.02	1332
O=c1[nH]c2ccc(S(=O)(=O)N3CCCCC3)cc2o1
    2.6	1.8	8.7	i	-0.51	-0.01	-0.9	2.3	-21	10	i	-16	0%	19%	3.4	508	/	/
CC12CCC(C(=O)NC3CCCCC3)([C@H](Br)C1=O)C2(C)C (stereo partly drawn)
    /	/	/	i	-0.36	-0.2	0.14	0.1	/	/	/	/	5%	2.5%	0.8	1349	-0.59	1184
